Assay outcomes: PubChem, Broad Institute
PglD inh – PglD (C. jejuni) enzyme inhibition | purified PglD enzyme, DTNB colorimetric CoA detection | inhibition, % at 12.5 µM | hit rate 0.098% among 360,000 | AID 602405; in the data active = inhibition above about 16%, passing the limit was not always enough; inconclusive = no clear call, values can overlap the other calls; note: strong numbers were not always called active
esBAF inh – inhibitors of esBAF chromatin remodeling in mouse ES cells | Bmi1-luciferase knock-in reporter, 24 h; 100% = twice the neutral-well signal | reporter increase, % at 12.5 µM | hit rate 2% among 350,000; in the data active = activation above about 40%; inconclusive = no clear call, values can overlap the other calls;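 note: 0% = median of the plate's neutral control wells and 100% = double that signal; a rise in the Bmi1 reporter signal indicates esBAF inhibition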
CASP6 VEID inh – blocks human caspase-6 cleavage activity; hit rate 0.53% among 350,000; P55212; purified caspase-6, Z-VEID-R110 cleavage fluorescence; inhibition, % at 12.5 µM;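 active = mean inhibition across replicates at least about 35%, with every replicate also reaching that limit, limit read from the data; inconclusive = only one of the two criteria met; inactive = neither criterion met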;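 note: 0% = median of neutral control wells and 100% = no fluorescence left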
RAD54 inh – RAD54 (human) branch migration inhibition; hit rate 0.14% among 360,000; inhibition, % at 10.4 µM; AID 602329; RAD54 Holliday junction branch migration, FAM/BHQ fluorescence; Q92698;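 active = mean normalized replicate activity at least 40 and at least half of replicates scoring 40 or more; inconclusive = only one of the two criteria met; inactive = mean below 40 and under half of replicates reaching 40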;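 note: 0% = median of neutral control wells and 100% = median of positive control wells; inhibitors cause a drop in the FAM fluorescence signal; in these data hits start at about 50%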
E-sel inducer – induces E-selectin expression in human endothelial cells; HUVEC E-selectin immunofluorescence imaging; normalized: neutral wells 0, TNF-alpha wells 100; activation, % at 7.58 µM; hit rate 0.37% among 260,000;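 active = mean E-selectin-positive cell signal at least 10% of the positive control, reached in at least 60% of replicates, without over 20% cell loss; inconclusive = no rule given, readout overlaps actives, possibly toxicity-flagged; inactive = the rest, including those meeting only one limit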;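 note: in these data hits start at about 27%; measured in HUVEC primary endothelial cells; signal is the percent of cells scored E-selectin positive by PE staining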
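System: HUVEC / Compound: single concentration / Signal: immunofluorescence imaging / Read-out: percent E-selectin-positive cells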
RAD52 inh – blocks human RAD52 DNA annealing; recombinant RAD52 DNA annealing, FRET fluorescence; inhibition, % at 18.7 µM; P43351; hit rate 0.46% among 360,000;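 active = every replicate showing at least 50% inhibition; inconclusive = mean inhibition at least 50% but not in every replicate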
Target sequence (P43351 whole entry, looked up): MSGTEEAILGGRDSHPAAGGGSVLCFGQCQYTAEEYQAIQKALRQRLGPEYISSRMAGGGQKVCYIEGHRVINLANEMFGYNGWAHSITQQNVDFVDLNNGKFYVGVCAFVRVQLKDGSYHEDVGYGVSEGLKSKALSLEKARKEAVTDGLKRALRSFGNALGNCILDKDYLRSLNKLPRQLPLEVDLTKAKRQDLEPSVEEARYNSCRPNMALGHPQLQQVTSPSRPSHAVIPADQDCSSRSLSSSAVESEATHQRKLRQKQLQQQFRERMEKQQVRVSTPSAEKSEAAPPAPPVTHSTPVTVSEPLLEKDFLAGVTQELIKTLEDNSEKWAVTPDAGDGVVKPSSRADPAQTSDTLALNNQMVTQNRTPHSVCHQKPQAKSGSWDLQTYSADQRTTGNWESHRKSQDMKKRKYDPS
ARNT TACC3 PPI – ARNT/TACC3 interaction disruption; Q9Y6A5; AlphaScreen His-ARNT PAS-B/GST-TACC3 binding, luminescence; TACC3 fragment carries E629A point mutation; hit rate 0.66% among 390,000; inhibition, % at 9.99 µM;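 active = mean inhibition of replicates at least 50% and at least half of replicates each reaching 50%; inconclusive = half or more replicates reach 50% but mean below 50%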;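 note: 0% = complete ARNT plus TACC3 wells and 100% = ARNT alone without TACC3; many hits fall short of the cut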
ERp5 block – inhibitors of human ERp5; hit rate 0.05% among 350,000; ERp5 insulin aggregation, absorbance 650 nm, 90 min; inhibition, % at 9.99 µM; AID 651711;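 active = mean replicate inhibition above about 25%, with every replicate also reaching it, limit read from the data, passing the limit was not always enough; inconclusive = only one of those two criteria met; inactive = neither criterion met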
Target sequence (Q15084 whole entry, looked up): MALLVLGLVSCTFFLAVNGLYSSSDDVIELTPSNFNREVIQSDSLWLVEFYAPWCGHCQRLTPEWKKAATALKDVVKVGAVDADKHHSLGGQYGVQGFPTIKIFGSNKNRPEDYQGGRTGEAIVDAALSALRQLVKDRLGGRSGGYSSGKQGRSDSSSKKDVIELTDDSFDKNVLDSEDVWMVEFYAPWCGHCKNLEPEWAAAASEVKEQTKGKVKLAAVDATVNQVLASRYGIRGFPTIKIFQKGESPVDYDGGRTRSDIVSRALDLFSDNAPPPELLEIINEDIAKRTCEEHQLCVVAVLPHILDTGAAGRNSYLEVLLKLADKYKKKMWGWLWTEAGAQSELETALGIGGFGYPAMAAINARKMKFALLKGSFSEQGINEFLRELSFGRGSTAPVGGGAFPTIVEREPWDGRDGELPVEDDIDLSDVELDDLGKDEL
An asterisk follows results filed as active; u = inconclusive; x = no result given. Compounds were not picked by outcome; 3.2% or so of the library scored in one or more.

Each structure is followed by: RAD54 inh, PglD inh, ARNT TACC3 PPI, E-sel inducer, RAD52 inh, esBAF inh, CASP6 VEID inh, ERp5 block
> COC(=O)C1CCN(C(=O)COc2ccc(N(C)S(=O)(=O)c3ccc(C)cc3)cc2)CC1
 : -8, 3, x, x, -11, -2, -2, 3
> Cc1nn(CCOc2ccccc2)c(=O)n1-c1cccc(F)c1
 : -4, 4, -3, x, x, 29, x, x
> Cn1cc(C[C@H](NC(=O)OC(C)(C)C)C(=O)N[C@H](CO)Cc2ccccc2)c2ccccc21
 : 3, -2, -5, 0.9, -12, 3, -1, 1
> COc1ccc(S(=O)(=O)N2CCN(C(=O)c3cc(-c4ccccc4OC)n[nH]3)CC2)cc1
 : -7, 0, -1, -0.1, -18, -5, -1, -5
> Cc1ccc(S(=O)(=O)Nc2ccc3c(c2)CC(=O)N([C@@H](C)CO)C[C@@H](C)[C@H](CN(C)S(=O)(=O)c2ccc(F)cc2)O3)cc1
 : -1, 2, -1, 0.0, x, 2, x, x
> CCCCOCC1CN(CCCC)S(=O)(=O)c2c(cccc2N2CCCCC2)O1 (stereo unspecified)
 : x, x, x, 2.1, -39, x, -2, 0
> O=[N+]([O-])c1ccc(N/N=C/C=C/c2ccco2)cc1
 : -11, 0, 0, 0.0, -17, x, -1, 8
> CCOC(=O)c1c(/N=C/C2=C(O)CCCC2=O)sc2c1CCCC2
 : 3, 6, x, -0.2, -15, x, 1, 1
> Cc1c(OCc2nn[nH]n2)ccc2c3c(c(=O)oc12)CCCC3
 : 16, 1, -1, x, x, 3, x, x
> OCCNc1ncnc2c1nnn2Cc1ccccc1
 : 3, 4, 0, 0.4, -5, -10, 0, 3
> CCSc1ccccc1C(=O)Nc1ccc([N+](=O)[O-])cc1OC
 : x, x, 11, x, -13, x, 2, -3
> CO[C@H]1CN(C)C(=O)c2cc(NS(=O)(=O)c3ccccc3Cl)ccc2OC[C@H](C)NC[C@H]1C
 : 3, 29, -13, 0.2, 4, 1, 2, 14
> C/C=C/c1cnc2c(c1)C(=O)N([C@H](C)CO)C[C@H](C)[C@H](CN(C)Cc1ccc3c(c1)OCO3)O2
 : 10, -3, -1, -0.1, -1, -4, x, -4
> O=C(Nc1ccn(Cc2ccccc2F)n1)c1ccc(COc2ccc(Cl)cc2Cl)o1
 : 8, 0, -3, x, x, 30, x, x
> Cc1ccc(S(=O)(=O)N2CCC(C(=O)Nc3nnc(-c4ccco4)s3)CC2)cc1
 : -4, -1, 4, x, -17, -5, 7, 0
> COc1ccccc1CN(C)C(C)C(=O)Nc1cccc(C(C)=O)c1 (stereo unspecified)
 : 6, 3, -4, 0.7, -25, -9, 0, -7
> CCOC(=O)N1CCN(S(=O)(=O)c2ccc(-n3cnnn3)cc2)CC1
 : 3, 8, 0, -0.3, -9, -1, 1, -3
> CCOc1cc2c3c(c1)C(C)=CC(C)(C)N3C(=O)C2=O
 : 12, -6, -43, 0.9, -13, -1, -4, -9
> CCOC(=O)CC1(C)Sc2ccccc2N1S(=O)(=O)c1ccc(C)cc1 (stereo unspecified)
 : x, x, x, 0.5, -1, x, 0, 5
> CCCCNC1=CC(=O)C(NCCCC)=CC1=O
 : -7, 1, 10, -0.2, -11, 13, 1, -3

Limited to RAD54 inh, for 3 of the compounds above:
compound | RAD54 inh
O=[N+]([O-])c1ccc(N/N=C/C=C/c2ccco2)cc1 | -11
O=C(Nc1ccn(Cc2ccccc2F)n1)c1ccc(COc2ccc(Cl)cc2Cl)o1 | 8
C/C=C/c1cnc2c(c1)C(=O)N([C@H](C)CO)C[C@H](C)[C@H](CN(C)Cc1ccc3c(c1)OCO3)O2 | 10

(next part)
Each structure is followed by: RAD54 inh, PglD inh, ARNT TACC3 PPI, E-sel inducer, RAD52 inh, esBAF inh, CASP6 VEID inh, ERp5 block
> COc1cccc(/C=C2/SC(=S)N(CC(=O)NC3C=CS(=O)(=O)C3)C2=O)c1 (stereo unspecified)
 : 3, -2, 10, x, -11, 3, 7, 4
> CCN1CCN(c2nc3c(c(=O)[nH]c(=O)n3C)n2Cc2ccccc2F)CC1
 : -2, -6, -4, x, -9, 0, -1, 2
> CCCC(=O)N1CCC1(C)C(=O)Nc1ccc(OC)c(OC)c1 (stereo unspecified)
 : 0, 5, x, 0.0, -5, -8, 0, -1
> O=C(c1ccc(NS(=O)(=O)c2ccc3[nH]c(=O)[nH]c3c2)cc1)N1CCCC(C(F)(F)F)C1 (stereo unspecified)
 : x, x, 2, -0.2, 0, x, 3, 2
> CC1Cc2ccccc2N1C(=O)CCn1cccn1 (stereo unspecified)
 : 2, -3, -5, x, -8, -5, 3, -9
> Clc1ccc(OCCCCN2CCc3ccccc3C2)cc1
 : x, x, x, 0.4, -10, x, -8, 4
> Nc1c(C(=O)N2CCOCC2)oc2ccccc12
 : 3, -1, -2, x, 10, 13, -1, -2
> CCCN1C[C@@H](C)[C@H](OC)CN(C)C(=O)c2cc(NC(=O)c3cccc(F)c3)ccc2OC[C@H]1C
 : -2, 2, -4, -0.2, -4, 5, -2, 10
> CCOC(=O)c1c(NC(=O)COC(=O)c2ccc(Cl)nc2)sc(C)c1C
 : 3, -3, x, 0.2, -5, -2, -1, 11
> COc1ccc(S(=O)(=O)N[C@@H]2CC[C@H](CC(=O)N3CCN(c4ccccc4)CC3)O[C@H]2CO)cc1
 : 2, 1, -14, -0.6, 3, -2, -2, -4
> COc1ccc(NC(=O)N(C)C[C@H]2Oc3ccc(NC(=O)c4ccncc4)cc3C(=O)N([C@@H](C)CO)C[C@@H]2C)cc1
 : -3, 1, x, 1.2, x, -5, x, 10
> Cc1ccc(C)c(S(=O)(=O)N2CCCC2CNC(=O)C(=O)NCCN2CCOCC2)c1 (stereo unspecified)
 : 2, -4, 0, -1.3, -12, -3, 2, -1
> O=C(c1cc2nc(-c3ccco3)cc(C(F)(F)F)n2n1)N1CCN(c2ccccc2)CC1
 : -1, -4, 5, x, -8, 6, 5, 7
> N#Cc1ccsc1NC(=O)COC(=O)C1=NNC(=O)CC1
 : 0, -3, 1, x, -9, 8, 5, 8
> Cc1cc(C)cc(N2C(=O)C3C4C=CC(C4)C3C2=O)c1 (stereo unspecified)
 : 1, 3, -7, x, x, -4, x, x
> CCOC(=O)c1cc(CC)sc1NC(=O)CC1SC(N)=NC1=O (stereo unspecified)
 : x, x, 10, -8.5, -5, -8, 1, 2
> C[C@H]1CN([C@@H](C)CO)C(=O)Cc2cc(NC(=O)Nc3ccc(C(F)(F)F)cc3)ccc2O[C@@H]1CN(C)C(=O)Nc1ccc(F)cc1
 : 4, 0, -20, -0.3, -17, 0, 1, 3
> COc1ccc(-c2[nH]ncc2CNCc2cc(C)n(C)n2)c(F)c1
 : 1, -1, 0, x, -67, -3, -10, -2
> C[C@H](CO)N1C[C@H](C)[C@H](CN(C)Cc2ccc(C(=O)Nc3ccccc3N)cc2)Oc2ccc(NC(=O)Nc3ccc(F)cc3)cc2CC1=O
 : x, x, x, 2.4, 21, -29, -1, 12
> COCC(=O)NC[C@@H]1[C@@H](c2ccc(-c3ccccc3)cc2)[C@@H](CO)N1C(C)=O
 : -3, -1, -13, 0.1, 0, 4, 1, -3
> COc1ccc(NC(=O)NCc2ccc(Cl)cc2)cc1
 : -8, -2, -2, x, -3, 6, -9, 11
> C[C@@H]1CN([C@@H](C)CO)C(=O)Cc2cc(NC(=O)C3CCCCC3)ccc2O[C@H]1CN(C)CC1CC1
 : 8, -1, 1, 0.3, 1, 8, -13, -5
> CNC[C@@H]1Oc2c(NS(=O)(=O)c3ccc(OC)cc3)cccc2C(=O)N([C@@H](C)CO)C[C@@H]1C
 : -5, -2, -3, x, 8, 0, -3, -5
> COc1ccc(-c2nc3ncccn3c2Nc2ccc3c(c2)OCCO3)cc1
 : 9, -1, -5, x, x, 18, x, x
> C[C@H]1CN([C@@H](C)CO)S(=O)(=O)c2ccc(-c3cccnc3)cc2O[C@@H]1CN(C)C(=O)C1CCCCC1
 : 0, 5, 4, -0.1, 2, 0, 1, -1
> O=[N+]([O-])c1cc(-c2nnc(-c3ccccc3)o2)ccc1Oc1ccc(Cl)cc1
 : -3, 2, 1, x, -21, x, 4, 3
> Cc1ccc(S(=O)(=O)/N=C2\CN(C)C(=O)N2C)cc1
 : x, x, -5, -2.0, -2, x, -1, -2
> O=C(Cn1nc(-c2ccccc2)c2ccccc2c1=O)Nc1ccc(F)cc1
 : 3, 0, -6, x, -9, x, -1, x
> O=C(NCCOc1ccccc1)C(=O)NCC1CCCO1 (stereo unspecified)
 : 16, -1, 7, -2.6, -3, 8, 3, 2
> OCc1ncccc1O
 : 6, -7, -10, 0.9, -1, 2, 3, 3
> C/C=C/c1ccc2c(c1)O[C@@H](CN(C)C(=O)Cc1cccnc1)[C@@H](C)CN([C@H](C)CO)S2(=O)=O
 : -1, 0, -4, 0.0, -8, -2, 2, 4
> O=C(O)c1ccc(NC(=O)C(c2ccccc2)c2ccccc2)cc1
 : 0, -1, -1, x, -9, 6, -2, 5
> CN(C)CCNC(=O)c1onc(CSc2ccc(F)c(F)c2)c1C(=O)NCCN(C)C
 : -8, 6, -13, x, 22, 6, -76, 3
> COc1ccccc1NC(=O)N(C)C[C@@H]1Oc2ncc(C#CC(C)C)cc2C(=O)N([C@@H](C)CO)C[C@H]1C
 : 4, -4, 8, 0.5, 2, 3, -2, -6
> O=C(C[C@H]1CC[C@H](NC(=O)C2CCOCC2)[C@H](CO)O1)NCc1ccccc1Cl
 : -11, 23, -3, -0.5, 20, 2, 0, 3
> O=S(=O)(NCc1ccccn1)c1cc(Cl)ccc1Cl
 : -2, 5, -2, x, -19, -4, -1, -7
> CCN(CC)C(=O)CSc1nnc(-c2cccc(OC)c2)o1
 : 8, 7, 1, x, x, u, x, x

Single records, as listed above.
Listed for COc1ccccc1NC(=O)N(C)C[C@@H]1Oc2ncc(C#CC(C)C)cc2C(=O)N([C@@H](C)CO)C[C@H]1C : RAD54 inh = 4; PglD inh = -4; ARNT TACC3 PPI = 8; E-sel inducer = 0.5; RAD52 inh = 2; esBAF inh = 3; CASP6 VEID inh = -2; ERp5 block = -6
Listed for CCN(CC)C(=O)CSc1nnc(-c2cccc(OC)c2)o1 : RAD54 inh = 8; PglD inh = 7; ARNT TACC3 PPI = 1; E-sel inducer = x; RAD52 inh = x; esBAF inh = u; CASP6 VEID inh = x; ERp5 block = x
Listed for O=C(Cn1nc(-c2ccccc2)c2ccccc2c1=O)Nc1ccc(F)cc1 : RAD54 inh = 3; PglD inh = 0; ARNT TACC3 PPI = -6; E-sel inducer = x; RAD52 inh = -9; esBAF inh = x; CASP6 VEID inh = -1; ERp5 block = x
